S2 tox – Viability Counterscreen for Primary qHTS for Inhibitors of ATXN expression; Potency, µM (series often up to 56.7 µM), actives largely listed as cytotoxic; 0.49% of 400,000 active; S2 cells (HEK-293 line with an ATXN2-luciferase reporter) viability, CellTiter-Fluor protease fluorescence, 24 h; note: potency is the fitted concentration of half-maximal effect; nearly all actives have a fitted effect of over 40% in size
KB-3-1 tox – qHTS assay for MDR1-selective chemotherapeutics: Primary screen using the parental adenocarcinoma cell KB-3-1; KB-3-1 viability, CellTiter-Glo ATP luminescence, 72 h; 1.4% of 400,000 active; Potency, µM (highest dose often 46.1 µM), for the others: at the highest dose activity change, negative = cytotoxic, usual class: cytotoxic; note: potency is the fitted concentration of half-maximal effect; % is set by controls: 0 for no effect and ±100 for the full control effect; nearly all actives have a fitted effect of over 60% in size
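Parental KB-3-1 viability, qHTS format: 72 h compound exposure, 37 °C; CellTiter-Glo; media-only wells and DMSO plates as controls; concentration-effect fits on corrected data.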
MCF10A rerep – A quantitative high throughput screen for small molecules that induce DNA re-replication in MCF 10a normal breast cells; 2.9% of 350,000 active; MCF 10A DNA re-replication, Hoechst nuclear intensity, 48 h; AID 624296, 2012; Potency, µM (series often up to 46.1 µM), inactives show top-dose activity, positive = re-replication, usual class: activators; note: potency is the fitted concentration of half-maximal effect; % of control where 0% means no effect; nearly all actives have a fitted effect of over 50% in size
ATXN2 expr inh – Primary qHTS for Inhibitors of ATXN expression. 0.72% of 360,000 active. Potency, µM (series often up to 57 µM), inactives show at the highest dose activity change, negative = inhibition, usual class: inhibitors. HEK-293 ATXN2-luciferase reporter, luminescence, 24 h; note: potency is the fitted concentration of half-maximal effect; % is set by controls: 0 for no effect and ±100 for the full control effect; nearly all actives have a fitted effect of over 55% in size
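qHTS (up to 57 uM final) was run with 24 h compound exposure of reporter cells at 37 °C. Each well was multiplexed: SteadyGlo luminescence measured ATXN2-luciferase expression after a fluorogenic Gly-Phe-AFC viability readout (25 uM final).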
HT1080NT lethal – qHTS for induction of synthetic lethality in tumor cells producing 2HG: qHTS for the HT-1080-NT fibrosarcoma cell line. HT-1080-NT fibrosarcoma viability, CellTiter-Glo ATP luminescence, 48 h. Potency, µM (titrated, usually from 46.1 µM), without a hit: at the highest dose activity, negative = less viability, actives largely listed as cytotoxic. AID 686970, 2013. 1.6% of 360,000 active;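 note: NT is the 2HG producing partner of a matched IDH1 knockdown line; potency is the fitted concentration of half-maximal effect; 0% = DMSO-treated cells and -100% = media-only wells without cells; nearly all actives have a fitted effect of over 55% in size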
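A 48-hour cytotoxicity screen used HT-1080-NT cells plated 2 hours before compound delivery. ATP-based CellTiter-Glo luminescence measured viability, normalized to DMSO and no-cell controls.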
HT1080 IDH1KD tx – qHTS for induction of synthetic lethality in tumor cells producing 2HG: qHTS for the HT-1080-IDH1KD cell line; HT-1080 IDH1 knockdown viability, ATP luminescence, 48 h; Potency, µM (top dose mostly 46.1 µM), for inactives: top-dose activity, negative = toxicity, most hits filed as cytotoxic; 2% of 360,000 active; AID 686971, 2013;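 note: potency is the fitted concentration of half-maximal effect; 0% = DMSO wells and -100% = cell-free medium wells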
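% activity derives from luminescence (CellTiter-Glo), normalised to DMSO and no-cell wells. HT-1080-IDH1KD cells, 750/well, had 48 h compound exposure at 37 °C.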
IL-1B inflam inh – qHTS for Inhibitors of Inflammasome Signaling: IL-1-beta AlphaLISA Primary Screen. THP-1 LPS/ATP IL-1B secretion, AlphaLISA, 16 h; hits give low values. activity change, % at 57.5 µM. 4.7% of 360,000 active. AID 743279, 2014; in the data active = activity change below about -50%; inconclusive = mostly about -30% to -49%; note: % is set by controls: 0 for no effect and ±100 for the full control effect
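Secreted IL-1B measured by AlphaLISA bead assay after 16 h compound exposure of THP-1 cells; compounds (final up to 57.5 uM) added 1 h before LPS (250 ng/mL) and ATP (1.25 mM) stimulation; lower signal means less secretion.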
HepG2 tox – qHTS for Inhibitors of TGF-b: Cytotox Counterscreen; 0.76% of 410,000 active; AID 588856, 2011; Potency, µM (doses to about 46.1 µM), inactives show at the highest dose activity change, negative = cytotoxicity, actives largely listed as cytotoxic; HepG2 CAGA-GFP viability, ATP luminescence, 18 h; note: potency is the fitted concentration of half-maximal effect; some results filed as inactive show a strong effect at the top dose
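CellTiter-Glo luminescence gave cytotoxicity after 18 hours at 37 degrees C. The cells were HepG2 CAGA-GFP in 1% FBS DMEM, stimulated with 500 pg/mL TGF-beta after compound addition. %Activity was normalised to no-cell wells (complete cell-killing) and DMSO (no toxicity), and curves were fitted and classified.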
SW480 rerep – A quantitative high throughput screen for small molecules that induce DNA re-replication in SW480 colon adenocarcinoma cells; SW480 DNA re-replication, Hoechst DNA content imaging, 48 h; Potency, µM (top dose mostly 46.1 µM), for inactives: at the highest dose re-replication activation, usual class: activators; 1.8% of 340,000 active; note: potency is the fitted concentration of half-maximal effect; % of control where 0% means no effect; nearly all actives have a fitted effect of over 55% in size
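Compounds, transferred as 23 nL by pin tool, were incubated with cells for 48 hr; DNA content per nucleus was then quantified by Hoechst staining and fluorescence plate imaging.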
The depositor's hits bear a star; i = inactive; ? = inconclusive; · = no result given; [ ] = another dose, or the depositor's remark. Unless noted, calls come from the whole dose curve; as a rule, active = well fitted curve in the direction sought with a large enough effect; inconclusive = small, poorly fitted or top-dose-only effect, or another doubt; inactive = no such curve, though single readings can be large; an effect the other way counts as inactive or inconclusive.

Order of values – S2 tox	KB-3-1 tox	MCF10A rerep	ATXN2 expr inh	HT1080NT lethal	HT1080 IDH1KD tx	IL-1B inflam inh	HepG2 tox	SW480 rerep
Cc1c(Cl)c([N+](=O)[O-])nn1Cc1ccc(C(=O)Nc2ccc(Cl)cn2)o1
→ i	0%	?	-1%	0%	-14%	-11	0%	1%
CC(=O)c1cccc(S(=O)(=O)NC2CC2)c1
→ i	12%	-2%	-1%	-2%	0%	3	2%	?
CC(NCC1(N2CCOCC2)CCCCC1)C(=O)N1CCc2ccccc21 (configuration not stated)
→ i	-6%	1%	-6%	-3%	-1%	-12	-7%	-3%
O=C(COc1ccc(Br)cc1)NCCNC(=O)c1ccccn1
→ i	·	-1%	-1%	-3%	-1%	7	4%	-8%
Cc1ccc2nc(-c3ccc(NC(=O)CN4CCN(c5ccccn5)CC4)cc3)sc2c1
→ i	-9%	13µM*	27%	-11%	-8%	·	28%	?
CC(=O)Nc1ccc(C(=O)Nc2ccc(S(=O)(=O)N3CCCCC3)cc2)cc1
→ i	-5%	-1%	8%	7%	-19%	25	3%	127%
CC1=NN2C(=N)/C(=C\c3cc(C)n(Cc4ccccc4)c3C)C(=O)N=C2S1
→ ?	-1%	?	0%	-4%	-2%	-6	-15%	-7%
CCC(C)NS(=O)(=O)c1ccc(NC(=O)CCC2CCCCC2)cc1 (configuration not stated)
→ i	3%	0%	-7%	-14%	?	13	-28%	2%
CC(C)(C)c1nc(SCC(=O)Nc2nc3c(s2)CCCC3)c2ccccc2n1
→ i	-5%	2%	-33%	?	1.4µM*	-4	-29%	-6%
COc1ccc(C(=O)N2CC3(CC(c4cccc(NC(=O)COc5ccc(Cl)cc5)c4)=NO3)C[C@@H]2C(N)=O)cc1 (some centres not stated)
→ ?	?	13%	?	7%	-1%	-57*	-22%	6%
CCNC(=S)N(CCc1cccc(C)c1)Cc1cc2cc(OC)c(OC)cc2[nH]c1=O
→ i	-2%	-1%	-9%	-11%	-15%	·	-16%	-7%
CCc1ccc2c(c1)C(C)=CC(C)(C)N2
→ i	15%	6%	1%	7%	10%	26	7%	-3%
CCn1c(NC(=O)c2ccc(COc3ccc(C)cc3[N+](=O)[O-])o2)nc2ccccc21
→ i	2%	?	8%	-3%[9.24 µM]	1%	-11	-28%	-4%
CN(Cc1ccc(F)cc1)Cc1nc(CCc2ccccc2)no1
→ i	-3%	2%	-20%	-4%	1%	-5	-54%	-1%
O=C(Nc1cccc(S(=O)(=O)N2CCCC2)c1)c1cccnc1
→ i	-2%	4%	1%	0%	5%	36	3%	-9%
CCOc1ccc(N(CC(=O)NCc2ccc(Cl)cc2)S(=O)(=O)c2ccccc2)cc1
→ i	-6%	2%	-6%	-4%	-15%	10	-21%	-8%
CCc1ccc(NC(=O)Cn2c(=O)n(CC3CCCO3)c(=O)c3cc(OC)c(OC)cc32)cc1 (configuration not stated)
→ i	1%	·	9%	·	·	·	3%	·
COc1ccc(N2CCN(C(=O)CCS(=O)(=O)c3cc(Br)cc4c3N(C(=O)C3CC3)CC4)CC2)cc1
→ i	-2%	·	9%	·	·	·	-4%	·
Nn1c(Cc2cccc3ccccc23)nnc1SCCOc1ccc(F)cc1
→ i	-17%	-1%	-11%	-9%	-18%	?	-3%	-5%
O=C(O)CC1S/C(=N/N=C/C=C/c2ccccc2[N+](=O)[O-])NC1=O (configuration not stated)
→ i	-4%	-1%	-2%	9%	-1%	0	0%	-5%
Cc1nc([N+](=O)[O-])cn1CC(=O)c1ccc(Cl)cc1
→ i	-20%	-2%	-4%	6%	9%	19	12%	20%
Cc1ccc(C(=O)N/N=C\c2ccc(OC(=O)c3cccs3)cc2)cn1
→ i	-23%	-6%	-7%	1%	-1%	-6	3%	-5%
CN1CCN(Cc2c(O)ccc3c(-c4ccccc4)cc(=O)oc23)CC1
→ ?	3%	-3%	-11%	5%	4%	-22	-10%	0%
COc1cccc(C(=O)Nc2nnc(C3CCCO3)s2)c1 (configuration not stated)
→ i	11%	2%	23%	5%	11%	-8	-2%	-2%
O=C(NC1CCN(Cc2ccccc2)CC1)C(NS(=O)(=O)c1cccc2nsnc12)c1ccccc1 (configuration not stated)
→ i	0%	-22%	-8%	14%	0%	5	7%	-4%
O=C(NCc1ccccc1)C1=C[C@@H](c2csc3ccccc23)C[C@@H](OCc2ccc(CO)cc2)O1
→ ?	21µM*	60%	?	-16%	-28%	?	-30%	?
Nc1c(C(=O)O)nnn1Cc1ccccc1
→ i	-8%	1%	8%	13%	13%	2	3%	-1%
CCC(=O)N1CCCc2cc(S(=O)(=O)Nc3ccc(C)c(C)c3)ccc21
→ ?	7%	·	?	·	·	·	-34%	·
O=C(COc1ccc(Cl)cc1)N/N=C/CCc1ccccc1
→ i	0%	1%	4%	-5%	1%	-4	-1%	1%
COc1ccc(C)cc1NC(=O)CSc1nc(=O)n(Cc2ccco2)c2c1CCC2
→ i	-15%	·	?	·	·	·	-52%	·
C#CCOc1ccc(Br)cc1C(c1c(C)[nH][nH]c1=O)c1c(C)[nH][nH]c1=O
→ i	-2%	1%	·	4%	6%	4	1%	-16%
COc1cccc(-n2c(N)c(C(=O)Nc3c(C)n(C)n(-c4ccccc4)c3=O)c3nc4ccccc4nc32)c1
→ i	-12%	?	-29%	?	?	·	-36%	-7%
CC(C)COc1ccc(-c2nnc(-c3ccco3)o2)cc1
→ i	-5%	-178%[0.0737 µM]	-25%	0%	-3%	-9	-9%	?
CCOc1ccc(NC(=O)c2ccc(NC(=S)NC3CCCCC3)cc2)cc1
→ ?	4%	20%	-37%	-22%	?	-24	18µM*	?
Cn1c(SCc2nc3ccccc3[nH]2)nnc1-c1cccnc1
→ ?	-5%	0%	5%	?	2%	10	1%	-4%
CN1CCN(C(=O)c2ccc(-c3ccccc3)cc2)CC1
→ i	26%	1%	3%	10%	12%	-11	-2%	5%
O=C(Nc1nnc([C@H]2C[C@H](O)[C@@H](CO)O2)s1)c1ccccc1F
→ i	0%	·	0%	?	23%	25	4%	·
Cc1cccc(-n2ncc3c2CCCC3NC(=O)c2ccc[n+]([O-])c2)c1C (configuration not stated)
→ i	-11%	13%	-21%	-1%	-3%	20	-12%	?
Cc1ccccc1CN1CCN(CC(=O)NCc2ccccc2)CC1
→ i	-12%	3%	3%	11%	11%	2	-13%	-2%
CSc1nn(Cc2ccc(F)cc2)c(N(C(C)=O)C(C)=O)c1S(=O)(=O)c1ccccc1
→ ?	-3%	·	?	·	·	·	-39%	·
CC(=O)Oc1ccc(N2C(=O)CCC2=O)cc1
→ i	0%	3%	-1%	18%	7%	4	2%	-5%
CCS(=O)(=O)c1nc(S(=O)(=O)c2ccc(C)cc2)c(N2CCCC(C)C2)s1 (configuration not stated)
→ i	-33%	4%	-8%	-19%	-15%	?	-18%	23%
COC(=O)c1ccc2c(=O)n(CCCN3CCCC3=O)c(=S)[nH]c2c1
→ ?	2%	-2%	-29%	9%	4%	-2	-9%	-14%
O=S(=O)(O)c1cccc2c(N=Nc3ccc(O)c4ncccc34)cccc12
→ ?	-3%	-10%	-7%	-6%	-10%	0	1%	-6%
O=C(O)CSc1cc(NS(=O)(=O)c2ccc(Cl)cc2)c2ccccc2c1O
→ i	?	23µM*	?	?	26µM*	-84*	6.3µM*	?
COc1ccc(CNCC(O)(c2ccc(F)cc2)c2ccc(F)cc2)cc1OC
→ i	?	17%	-26%	?	?	?	-41%	12%
C1CN(CCN2CCOCC2)CCN1
→ i	-10%	?	8%	7%	-1%	-7	1%	-80%[inhibitor]
COc1cccc(NC(=O)NC2(C(=O)N3CCC(O)CC3)CCCCC2)c1
→ i	-7%	-15%	-2%	2%	7%	-7	0%	-10%
Cc1ccc(SCC(=O)OCC(=O)N(CC(C)C)C2CCS(=O)(=O)C2)cc1C (configuration not stated)
→ i	7%	0%	-9%	-12%	-1%	9	-6%	-4%
CCOC(=O)N1CCN(S(=O)(=O)c2cc(Br)cc3c2N(C(C)=O)C(C)C3)CC1 (configuration not stated)
→ i	-1%	8%	3%	10%	2%	35	-12%	-10%
Cc1ccc(S(=O)(=O)N2C[C@H]3C(=O)C[C@@H](c4ccccc4)N(S(=O)(=O)c4cccc(C)c4)[C@H]3C[C@H]2c2ccccc2)cc1
→ i	-1%	·	2%	14%	13%	-7	-1%	·
CN(C(=O)c1ccc(Br)o1)C1(C)CCS(=O)(=O)C1 (configuration not stated)
→ i	4%	4%	0%	?	13%	-7	-8%	29%
COc1ccc(CN2COc3ccc4c(oc(=O)c5ccccc54)c3C2)cc1OC
→ i	-1%	·	-6%	·	·	·	-5%	·
CCCCCn1c(CCCNC(=O)c2ccccc2)nc2ccccc21
→ ?	-21%	·	?	·	·	·	-31%	·
COc1ccc(NS(=O)(=O)c2ccc3c(c2)C(C(C)C)C(=O)N3)cc1 (configuration not stated)
→ i	-9%	·	8%	·	·	·	-49%	·
O=C(Cn1cc(C(=O)C(F)(F)F)c2cc(Br)ccc21)N1CCOCC1
→ i	-2%	-12%	·	-4%	-17%	-3	-16%	?
COc1ccccc1OCC(=O)Nc1nnc(-c2ccco2)s1
→ i	?	5%	14%	-1%	1%	0	9%	-8%

Screening results: PubChem BioAssay, National Center for Advancing Translational Sciences (NCATS)

Not a hit list, and some 8.9% of all compounds hit somewhere here.
